BioA inh: M. tuberculosis BioA enzyme inhibitors, primary screen, biochemical, plate reader, single point, HTS; 7,8-diaminopelargonic acid synthase BioA (Mycobacterium tuberculosis); purified M. tuberculosis BioA enzyme; inhibition, % at 9.99 µM; hit rate 0.096% among 360,000; AID 602481, 2012; in the data active means inhibition above about 40%; inconclusive means no clear call, values can overlap the other calls
BoNT A protease: BoNT/A light chain protease inhibitors, primary screen, biochemical, flow cytometry, MLPCN library. multiplex microsphere protease substrate cleavage. inhibition, % at 10 µM. hit rate 0.17% among 360,000; in the data active means inhibition above about 30%; inconclusive means no clear call, values can overlap the other calls; further: plate controls were buffer without enzyme for full effect and enzyme alone for no effect
Mtb UGM inh: M. tuberculosis UGM enzyme inhibitors, primary screen, biochemical, fluorescence polarization, single point. hit rate 0.06% among 320,000. AID 504406, 2011. UDP-galactopyranose mutase (Mycobacterium tuberculosis (strain ATCC 25618 / H37Rv)), …. inhibition, % at 10 µM. purified UGM, fluorescence polarization probe displacement; in the data active means inhibition above about 10%, passing the limit was not always enough; inconclusive means no clear call, values can overlap the other calls
Target sequence (P9WIQ1 whole entry, looked up): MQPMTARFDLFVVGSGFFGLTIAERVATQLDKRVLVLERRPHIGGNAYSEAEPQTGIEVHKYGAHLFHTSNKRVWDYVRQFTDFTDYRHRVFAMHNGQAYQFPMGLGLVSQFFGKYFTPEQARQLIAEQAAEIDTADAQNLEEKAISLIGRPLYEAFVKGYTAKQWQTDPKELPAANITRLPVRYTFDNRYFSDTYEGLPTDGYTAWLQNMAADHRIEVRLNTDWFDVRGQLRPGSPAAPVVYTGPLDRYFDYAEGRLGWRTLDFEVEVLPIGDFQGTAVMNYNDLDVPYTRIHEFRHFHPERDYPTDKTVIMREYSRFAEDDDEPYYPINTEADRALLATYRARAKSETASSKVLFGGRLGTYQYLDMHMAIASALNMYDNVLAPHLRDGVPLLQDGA
CCHF vOTU inh: CCHFV vOTU protease inhibitors, primary screen, biochemical, Pep-AMC substrate, fluorescence; Crimean-Congo hemorrhagic fever virus L polyprotein viral ovarian tumor (vOTU) protease …; inhibition, % at 11.5 µM; hit rate 0.55% among 370,000; AID 651958, 2012; further: 0% = vehicle wells with enzyme and 100% = no enzyme wells
PrPC TRFRET: inhibitors of human cell surface prion protein PrPC, primary screen, cell-based, TR-FRET; Major prion protein (Homo sapiens), P04156; TR-FRET read-out; inhibition, % at 13.8 µM; hit rate 0.43% among 370,000; AID 720596, 2013; in the data active means inhibition above about 24%; further: 0% = median of the test wells and 100% = reference compound wells
FadD28 FP inh: inhibitors of FadD28 bisubstrate probe binding, primary screen, biochemical, fluorescence polarization, single point. Mycobacterium tuberculosis FadD28 fatty-acid-AMP ligase. inhibition, % at 12.5 µM. hit rate 0.22% among 360,000. AID 588549, 2011; in the data active means inhibition above about 8.5%, passing the limit was not always enough; inconclusive means no clear call, values can overlap the other calls
FBA Mtb inh: Mtb FBA enzyme inhibitors, primary screen, biochemical, fluorescence, strain H37Rv; inhibition, % at 1 µM; AID 588726, 2011; purified M. tuberculosis FBA, fluorescence read-out; Fructose-bisphosphate aldolase (Mycobacterium tuberculosis (strain ATCC 25618 / H37Rv)), …; hit rate 2.3% among 360,000; in the data active means inhibition above about 27%;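 further: 0% = vehicle and 100% = reference inhibitor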
Target sequence (P9WQA3 whole entry, looked up): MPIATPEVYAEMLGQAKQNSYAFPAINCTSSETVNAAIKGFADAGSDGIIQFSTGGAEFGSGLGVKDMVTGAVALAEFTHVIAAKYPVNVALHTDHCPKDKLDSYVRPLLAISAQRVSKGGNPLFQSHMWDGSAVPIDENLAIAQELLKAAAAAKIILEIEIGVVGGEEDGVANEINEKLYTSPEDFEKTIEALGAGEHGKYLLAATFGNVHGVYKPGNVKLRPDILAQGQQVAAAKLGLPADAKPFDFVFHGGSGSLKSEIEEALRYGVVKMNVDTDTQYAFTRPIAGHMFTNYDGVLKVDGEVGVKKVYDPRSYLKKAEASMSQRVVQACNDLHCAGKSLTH
GDH-TPI inh: GDH-TPI coupling enzyme inhibitors, primary screen, artefact control for M. tuberculosis FBA inhibitor project, biochemical, absorbance, full deck | hit rate 1.2% among 360,000 | GDH-TPI coupled enzyme counterscreen, NADH absorbance | AID 588335, 2011 | inhibition, % at 4.8 µM;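 further: 0% = DMSO wells and 100% = wells lacking the enzyme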
BoNT F protease: BoNT/F light chain protease inhibitors, primary screen, biochemical, flow cytometry, MLPCN library. Botulinum neurotoxin type F light chain protease (Clostridium botulinum). Multiplex microsphere protease cleavage assay. inhibition, % at 10 µM. hit rate 0.22% among 360,000. AID 588497, 2011; in the data active means inhibition above about 35%, passing the limit was not always enough; inconclusive means no clear call, values can overlap the other calls; further: plate controls were buffer without enzyme for full effect and enzyme alone for no effect
* = called active by the depositor; u = inconclusive; x = not tested or not shown. Unless noted, no stated cut-off is given here; in the data, active means inhibition above about 30%; inactive means the rest. An unsorted share of the library, and some 4.8% of all compounds hit somewhere here.

| canonical_smiles | BioA inh | BoNT A protease | Mtb UGM inh | CCHF vOTU inh | PrPC TRFRET | FadD28 FP inh | FBA Mtb inh | GDH-TPI inh | BoNT F protease |
| --- | --- | --- | --- | --- | --- | --- | --- | --- | --- |
| CC1CCN(S(=O)(=O)c2ccc3ncn(CC(=O)N(C)Cc4ccccc4)c(=O)c3c2)CC1 | 0.2 | -0.4 | 0.0 | 9 | -4 | -2.7 | 0 | 4 | -6 |
| Cc1ccc(S(=O)(=O)N(C)c2ccc(C(=O)Nc3c(C)n(C)n(-c4ccccc4)c3=O)cc2)cc1 | 2.5 | 0.2 | -1.9 | 3 | 8 | -1.7 | 1 | -4 | -1 |
| O=C(O)c1ccc(N2C(=O)CC(N3C(=O)/C(=C/c4ccc(Cl)cc4)SC3=S)C2=O)cc1 (configuration not stated) | -0.5 | -0.9 | 1.3 | -8 | 8 | -3.6 | -2 | 14 | 5 |
| CC(=O)N1CCN(C(=O)CNC(=O)c2ccc(C)s2)CC1 | -0.9 | -1.6 | x | -1 | 8 | -1.3 | -1 | -10 | 7 |
| O=C(Nc1cccc(C(F)(F)F)c1)c1cccnc1N1CCN(c2ccccc2)CC1 | -0.2 | 0.1 | 2.5 | -3 | 2 | -2.2 | 0 | 11 | -13 |
| CCc1cccc(NC(=O)Cn2cc3c(n2)CCCC3)c1 | 0.2 | -0.1 | 2.0 | 8 | 4 | -4.2 | -3 | -6 | 2 |
| COc1cccc(NC(=O)CN(C)C(=O)c2ccc3c(c2)C(=O)N(CCC(C)C)C3=O)c1 | 2.2 | -0.4 | 0.4 | 16 | -8 | 1.6 | 1 | 4 | -7 |
| O=c1cc(CN2CCc3ccccc32)c2ccc(O)cc2o1 | 1.5 | 0.0 | 0.1 | -22 | -4 | u | 41* | 6 | -5 |
| O=C(NCCOC(=O)c1ccc(Cl)c(S(=O)(=O)N2CCCCC2)c1)c1ccncc1 | 9.1 | 2.4 | 1.4 | x | x | -1.9 | -4 | 6 | -4 |
| Cc1ccnc(NC(=O)c2ccc3c(c2)OCO3)c1 | -0.8 | -0.7 | 0.0 | -16 | -1 | -3.2 | 3 | -2 | -6 |
| CC1Cc2ccccc2N1C(=O)CN(C)S(=O)(=O)c1cccc2cccnc12 (configuration not stated) | -0.2 | -0.3 | 5.4 | 3 | -4 | 0.6 | -1 | 1 | -1 |
| COC(=O)Cc1ccc(NC(=O)c2ccc(Br)o2)cc1 | x | -0.4 | 1.8 | 8 | 0 | -3.8 | 1 | -8 | 0 |
| O=C(NC1CCCCCC1)C1c2ccccc2C(=O)N1Cc1cccs1 (configuration not stated) | -2.0 | -1.2 | -0.1 | -7 | 5 | -0.6 | 0 | 7 | 0 |
| C=CCNC(=S)Nc1ccc(F)cc1F | x | -0.1 | 1.6 | -5 | 8 | -2.1 | -4 | -7 | 0 |
| Cc1ccc(C)c(S(=O)(=O)Nc2ccc(C(=O)N3CCCCC3)cc2)c1 | 0.7 | 0.1 | -1.8 | 3 | 0 | 0.0 | 2 | 5 | -3 |
| C=CCN(C(C)=O)C1CC(=O)N(c2ccc(OCCC)cc2)C1=O (configuration not stated) | -2.2 | 0.0 | 1.6 | 14 | -6 | -2.3 | -1 | 6 | 11 |
| CN(Cc1ccco1)C(=O)CN1C(=O)NC2(CCCC2)C1=O | -0.2 | 0.2 | 0.8 | 7 | 0 | -5.0 | -1 | 7 | 5 |
| Cc1ccc(/C=N/NC(=O)Cn2cncn2)cc1 | -0.3 | -1.3 | -1.7 | 2 | -4 | -2.2 | 0 | 6 | -14 |
| Cc1nc2ccc(Cc3ccc4nc(C)[nH]c4c3)cc2[nH]1 | -2.1 | -0.1 | -1.6 | -3 | -5 | -2.4 | 1 | 3 | 10 |
| S=C(NNc1cccc(Cl)c1)NC1CCCCC1 | x | -1.0 | 1.8 | 0 | -6 | -2.2 | 3 | 4 | -4 |
| COc1cccc(OCCNc2cc(N3CCCCC3)ccc2[N+](=O)[O-])c1 | 0.7 | -0.8 | -5.3 | 4 | -3 | -1.0 | 9 | 0 | -4 |
| CCc1ccc(OCC(=O)NC(NC(=S)Nc2ccccc2)C(Cl)(Cl)Cl)cc1 (configuration not stated) | -1.9 | -0.1 | 0.0 | 4 | -4 | -4.6 | 0 | 4 | -6 |
| O=C(NCc1ccc(Cl)cc1Cl)c1ccccn1 | 0.6 | -3.0 | -1.1 | 1 | -13 | -1.2 | 2 | 6 | -3 |
| CCC1CCCCN1CCCNC(=O)C1CCC(CNS(=O)(=O)c2c(C)cc(C)cc2C)CC1 (configuration not stated) | -1.8 | 2.1 | 1.0 | 1 | -4 | -2.2 | 4 | 13 | 4 |
| O=C1c2ccccc2S(=O)(=O)N1CCOc1ccccc1 | 1.1 | -1.6 | 2.6 | -4 | -11 | -1.7 | -2 | 5 | -3 |
| O=C(c1cnn(-c2ccccc2)c1)c1cc(F)ccc1O | -0.3 | -1.1 | 0.0 | 0 | 5 | -1.6 | 1 | 2 | -17 |
| O=C(COc1ccccc1)N(CCc1ccccc1)c1nc(-c2ccc(F)cc2)cs1 | x | -0.9 | 2.3 | -9 | 1 | -4.5 | -2 | 3 | -4 |
| Clc1ccc(N2CCN(c3ccnc(Cl)n3)CC2)cc1 | x | 0.8 | 1.7 | -7 | 4 | -0.5 | 11 | -3 | 0 |
| O=C(NCc1ccc(S(=O)(=O)Nc2ccccc2Cl)s1)c1ccccc1 | 0.7 | x | 1.8 | -3 | 4 | -1.1 | -2 | -1 | x |
| Nc1nnc(-c2ccc([N+](=O)[O-])o2)s1 | -2.6 | -0.3 | x | 16 | -61 | 0.9 | 1 | 22 | -4 |
| CC(C)C(NC(=O)c1ccc(Cl)cc1Cl)C(=O)N1CCN(S(=O)(=O)c2ccccc2)CC1 (configuration not stated) | x | 0.0 | 8.7 | -7 | 9 | -0.9 | 0 | -6 | -4 |
| COc1cc(NC(=O)c2cc(CC(C)C)on2)c(OC)cc1Cl | -2.4 | -0.2 | 0.5 | 6 | 5 | -4.8 | -3 | 1 | -3 |
| COc1cc2[nH]c3c(N4CCN(c5ccccn5)CC4)ncnc3c2cc1OC | 0.8 | 0.0 | -0.5 | x | x | 9.1* | 29* | 0 | -4 |
| CC(=O)N1CCN(c2ccc(NC(=O)c3ccc4ccccc4c3)cc2)CC1 | -1.7 | 1.7 | 4.7 | 8 | -5 | x | 1 | 24 | 1 |
| O=C(CSc1nnc(C2CC2)n1-c1ccccc1)NCCc1ccc(F)cc1 | x | 0.2 | 0.0 | 15 | -4 | -0.7 | 2 | 1 | -12 |
| CCOC(=O)NC(=O)C(=CNc1cccc(C)c1)C(=O)NC(=O)OCC | x | 0.0 | 1.1 | 6 | -8 | -1.1 | -3 | -2 | 1 |
| COc1ccc(S(=O)(=O)N2CCCOC2CNC(=O)C(=O)NCCCn2ccnc2)cc1 (configuration not stated) | 0.2 | 0.3 | -0.7 | 9 | 10 | -2.5 | -1 | -1 | 2 |
| Cc1ccc(C)n1NC(=O)c1ccccc1O | 1.1 | -1.4 | -0.5 | 7 | -4 | -3.1 | 4 | 3 | -14 |
| CCc1ccccc1NC(=O)C1CCCN(c2nn3c(=O)cc(C)nc3s2)C1 (configuration not stated) | -1.8 | 0.0 | -3.3 | 0 | 1 | -2.7 | 0 | 2 | -3 |
| O=C(OCc1csc(Nc2ccccc2)n1)c1ccc(Cl)cc1 | x | -0.3 | -0.3 | 3 | -1 | -2.5 | -3 | 1 | -2 |

Ordered by SMILES length (lowest first): part of the list above.
| canonical_smiles | BioA inh | BoNT A protease | Mtb UGM inh | CCHF vOTU inh | PrPC TRFRET | FadD28 FP inh | FBA Mtb inh | GDH-TPI inh | BoNT F protease |
| --- | --- | --- | --- | --- | --- | --- | --- | --- | --- |
| Cc1ccc(C)n1NC(=O)c1ccccc1O | 1.1 | -1.4 | -0.5 | 7 | -4 | -3.1 | 4 | 3 | -14 |
| Nc1nnc(-c2ccc([N+](=O)[O-])o2)s1 | -2.6 | -0.3 | x | 16 | -61 | 0.9 | 1 | 22 | -4 |
| Clc1ccc(N2CCN(c3ccnc(Cl)n3)CC2)cc1 | x | 0.8 | 1.7 | -7 | 4 | -0.5 | 11 | -3 | 0 |
| O=C(c1cnn(-c2ccccc2)c1)c1cc(F)ccc1O | -0.3 | -1.1 | 0.0 | 0 | 5 | -1.6 | 1 | 2 | -17 |
| O=C(OCc1csc(Nc2ccccc2)n1)c1ccc(Cl)cc1 | x | -0.3 | -0.3 | 3 | -1 | -2.5 | -3 | 1 | -2 |
| COc1cc(NC(=O)c2cc(CC(C)C)on2)c(OC)cc1Cl | -2.4 | -0.2 | 0.5 | 6 | 5 | -4.8 | -3 | 1 | -3 |
| O=C(NCc1ccc(S(=O)(=O)Nc2ccccc2Cl)s1)c1ccccc1 | 0.7 | x | 1.8 | -3 | 4 | -1.1 | -2 | -1 | x |
| CCOC(=O)NC(=O)C(=CNc1cccc(C)c1)C(=O)NC(=O)OCC | x | 0.0 | 1.1 | 6 | -8 | -1.1 | -3 | -2 | 1 |
| COc1cc2[nH]c3c(N4CCN(c5ccccn5)CC4)ncnc3c2cc1OC | 0.8 | 0.0 | -0.5 | x | x | 9.1* | 29* | 0 | -4 |
| O=C(COc1ccccc1)N(CCc1ccccc1)c1nc(-c2ccc(F)cc2)cs1 | x | -0.9 | 2.3 | -9 | 1 | -4.5 | -2 | 3 | -4 |
| COc1ccc(S(=O)(=O)N2CCCOC2CNC(=O)C(=O)NCCCn2ccnc2)cc1 (configuration not stated) | 0.2 | 0.3 | -0.7 | 9 | 10 | -2.5 | -1 | -1 | 2 |
| CC(C)C(NC(=O)c1ccc(Cl)cc1Cl)C(=O)N1CCN(S(=O)(=O)c2ccccc2)CC1 (configuration not stated) | x | 0.0 | 8.7 | -7 | 9 | -0.9 | 0 | -6 | -4 |

Going on with the list.
| canonical_smiles | BioA inh | BoNT A protease | Mtb UGM inh | CCHF vOTU inh | PrPC TRFRET | FadD28 FP inh | FBA Mtb inh | GDH-TPI inh | BoNT F protease |
| --- | --- | --- | --- | --- | --- | --- | --- | --- | --- |
| N#CC1(NC(=O)COC(=O)c2cc(=O)[nH]c3ccccc23)CCCCC1 | -0.9 | -0.1 | -1.7 | -10 | 1 | -4.7 | 2 | 9 | 7 |
| OC(C#CCCN1CCCCC1)(c1ccccc1)C1CCCCC1 (configuration not stated) | x | u | -2.7 | -7 | 5 | -3.7 | 0 | -7 | u |
| CN1CCN(S(=O)(=O)c2cccc(S(=O)(=O)c3ccc(Cl)cc3)c2)CC1 | -1.1 | -0.7 | 2.8 | -1 | 0 | -2.3 | 0 | 11 | -7 |
| CC(=O)c1ccc(N2CCN(C(=O)CCc3ccccc3)CC2)cc1 | 18 | -4.6 | 0.2 | 11 | -7 | -0.5 | 0 | 26 | 16 |
| CCC(=N\NC(=O)COc1ccccc1OC)/C(CC)=N/NC(=O)COc1ccccc1OC | -1.2 | 1.4 | -2.4 | 8 | 0 | -1.0 | 2 | 8 | -3 |
| CCOc1ccc(C(C)NC(=O)c2cccs2)cc1OCC (configuration not stated) | 1.2 | x | -0.7 | 6 | 13 | -3.0 | -2 | -2 | x |
| Cc1nc(SCC(=O)NC2CCCCC2C)nc(C)c1C (configuration not stated) | 1.3 | 0.3 | 1.1 | -3 | 5 | -1.9 | -1 | -4 | 0 |
| COC(=O)CP(=O)(c1ccccc1)c1ccccc1 | x | 0.4 | -1.6 | -2 | 0 | -1.2 | -2 | -13 | -3 |

Screens from PubChem BioAssay.
